mcGAS MS inh: mouse cGAS inhibition by mass spec; Q8C6L5; recombinant mouse cGAS, cGAMP by RapidFire MS; inhibition, % at 12.5 µM; hit rate 0.18% among 130,000; AID 1259397;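 active = inhibition of cGAS enzyme activity at or above 60%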;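 also: enzyme stimulated by 45 bp dsDNA with ATP and GTP substrates; cGAMP share of summed cGAMP plus half ATP and half GTP signals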
Target sequence (Q8C6L5 whole entry, looked up): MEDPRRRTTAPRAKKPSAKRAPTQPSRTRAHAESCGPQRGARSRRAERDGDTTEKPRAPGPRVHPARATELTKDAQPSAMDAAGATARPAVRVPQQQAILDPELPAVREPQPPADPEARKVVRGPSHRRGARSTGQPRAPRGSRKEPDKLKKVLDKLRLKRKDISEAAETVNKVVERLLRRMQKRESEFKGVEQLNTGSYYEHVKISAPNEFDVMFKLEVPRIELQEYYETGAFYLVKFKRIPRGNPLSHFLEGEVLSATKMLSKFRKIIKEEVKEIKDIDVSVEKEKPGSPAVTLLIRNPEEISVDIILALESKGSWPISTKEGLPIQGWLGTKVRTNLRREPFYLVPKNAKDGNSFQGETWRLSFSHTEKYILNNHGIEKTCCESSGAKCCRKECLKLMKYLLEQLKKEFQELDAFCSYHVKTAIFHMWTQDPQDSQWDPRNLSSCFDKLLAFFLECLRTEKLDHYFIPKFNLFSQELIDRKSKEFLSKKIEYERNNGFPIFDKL
* hit, by the source's call; & = joins results of further samples. Only part of the results is shown; count on the stated rates, not on these rows.

Sample of the layout:
mcGAS MS inh,canonical_smiles
-4,Cc1ccccc1Cn1cccc(C(=O)N2CCCc3ccccc32)c1=O
-36,[O-]/[N+](=C/c1ccccc1)C/C(=N\O)c1ccccc1
-5,Cc1ccc(C(=O)N2CC(C)OC(C)C2)cn1 (stereo not given)
-14,CN(Cc1n[nH]c2c1CCC2)S(=O)(=O)NCc1ccccc1

The listing, from the first entry:
mcGAS MS inh,canonical_smiles
-4,Cc1ccccc1Cn1cccc(C(=O)N2CCCc3ccccc32)c1=O
-36,[O-]/[N+](=C/c1ccccc1)C/C(=N\O)c1ccccc1
-5,Cc1ccc(C(=O)N2CC(C)OC(C)C2)cn1 (stereo not given)
-14,CN(Cc1n[nH]c2c1CCC2)S(=O)(=O)NCc1ccccc1
-12,CNC(=O)CN1c2ccccc2C(=O)N(C)C1c1ccc(-c2ccc(F)cc2)o1 (stereo not given)
0,CC1=CC2=NC(C(F)(F)F)(C(F)(F)F)N=C(C)N2C=C1
-17,COCc1ccccc1NC(=O)Nc1ccc(C)cc1F
-7,CCOC(=O)c1c[nH]cc(C)c1=O
4,Cc1ccc2c(c1)CCCN2S(=O)(=O)c1csc(C(=O)Nc2cc(C)on2)c1
-34,CSc1nnc(Cn2nnnc2C(C)(C)C)s1
-4,CCOCc1ccccc1CNC(=O)c1cc2c(c(S(N)(=O)=O)c1)CCCC2
3,Cc1c(-c2nc3ccc(Br)cc3c(=O)[nH]2)oc2ccccc12
0,Cc1nn(C(=O)CCc2cscn2)c(N)c1CC(C)C
-10,CC(=O)NC1(C(F)(F)F)C(=O)Nc2c1c(=O)[nH]c(=O)n2-c1ccccc1 (stereo not given)
52,CCn1nc(C(=O)O)c(=O)c2cc3c(cc21)OCO3
7,CCOc1cc(C)c(Cl)cc1S(=O)(=O)Nc1ccccc1C(=O)O
-6,CCOCCn1c(=NC(=O)c2ccc(Br)s2)sc2cc(NC(C)=O)ccc21
-9,Cc1ccc(C(=O)OC2CCS(=O)(=O)C2)cc1Br (stereo not given)
-23,CCCN(C)c1ccc(C(=O)N2CCCCC2CCn2cccn2)cn1 (stereo not given)
-4,Cc1cc2nc(SCCO)nc(C)c2cc1C

Ordered by value in mcGAS MS inh (smallest number first): some entries from above
SMILES,mcGAS MS inh
CSc1nnc(Cn2nnnc2C(C)(C)C)s1,-34
COCc1ccccc1NC(=O)Nc1ccc(C)cc1F,-17
CC(=O)NC1(C(F)(F)F)C(=O)Nc2c1c(=O)[nH]c(=O)n2-c1ccccc1 (stereo not given),-10
Cc1ccc(C(=O)OC2CCS(=O)(=O)C2)cc1Br (stereo not given),-9
CCOC(=O)c1c[nH]cc(C)c1=O,-7
CCOCCn1c(=NC(=O)c2ccc(Br)s2)sc2cc(NC(C)=O)ccc21,-6
CCOc1cc(C)c(Cl)cc1S(=O)(=O)Nc1ccccc1C(=O)O,7

Next section
mcGAS MS inh,canonical_smiles
-11,CC1CC(=O)C2C=Nc3ccccc3N=C2C1 (stereo not given)
0,COc1ccc(C)cc1-n1nnnc1SCCC(N)=O
-27,CN(C)Cc1cc(-c2nccn2CCc2cccnc2)ccc1O
-1,CCOC1CC(NC(=O)C(C)NC(=O)c2ccoc2)C12CCC2 (stereo not given)
6,COCCNc1nc(NCc2cc(-c3ccc(OC)cc3)no2)c2sccc2n1
-18,COc1ccc(S(=O)(=O)N2CCN(c3cc(Cl)ccc3Cl)CC2)cc1OC
-4,CC(C)OCCS(=O)(=O)NC1CC(C)N(c2ccccc2)C1 (stereo not given)
-3,COc1ccc(C2(C)NC(=O)N(NC(=O)CN3CCC(C)CC3)C2=O)cc1 (stereo not given)
-2,c1nc(N2CCCCC2)c2c3c(sc2n1)CCCC3
1,Cn1c(=O)c2[nH]c(-[n+]3ccc(C(=O)NCc4ccccc4)cc3)nc2n(C)c1=O
-10,N#Cc1c(N)n(-c2ccc(Br)cc2)c2nc3ccccc3nc12
-7,CN1CCN(C2(CNCc3cn(C)nc3-c3ccccc3F)CCCCC2)CC1
-13,COc1ccc(Nc2nc(N3CCN(C)CC3)nc(N)c2[N+](=O)[O-])cc1
-6,CC(Oc1cc(Cl)ccc1Cl)C(=O)N1CCNC1=O (stereo not given)
-50,CC1CC(C)CN(C(=O)C(C)N2CC(OCC(=O)N(C)C)C2)C1 (stereo not given)
2,CSc1n[nH]c(NCc2ccc(C)cc2)n1
-2,CNc1ccc(-c2ccc(C(=O)NCCC#N)cc2)cn1
-1,COC(=O)c1cc(N)c(/C=C/c2cccs2)s1
0,C=C(C)CNC(=S)NN=Cc1ccco1
-19,O=c1[nH]nc(CCn2ccnc2-c2ccncc2)[nH]1
-1,CCNC(=O)NC(=O)CSc1nnc(C(C)Oc2ccccc2F)o1 (stereo not given)
-5,O=C1CCCC2=C1C(c1ccccc1F)NC(=S)N2 (stereo not given)
-5,COc1cccc2c1N(C(=O)N1CCCC(C(=O)O)C1)CCC2 (stereo not given)
-18,CC1Oc2ccccc2OC1C(=O)Nc1cccc(C(F)(F)F)c1 (stereo not given)
-15,Cc1cc(N2CCN(C(=O)c3cc(CC(C)C)nn3C)CC2)nc(N)n1
-3,Cc1noc(C)c1CC(=O)N1CCN(C(=O)c2cccc(C(F)(F)F)c2)CC1
-4,CC(=O)Nc1cc(Cl)ccc1NC(=O)CCC(=O)c1ccccc1
6,O=[N+]([O-])c1cc(Cl)c(O)c(NS(=O)(=O)/C=C/c2ccccc2)c1
-13,Cc1nn(C)c(Cl)c1S(=O)(=O)NC(=O)C1(C)CCN1C(=O)c1ccccc1 (stereo not given)
-17,O=C(CN1CCOC1=O)NCc1cc(-c2ccco2)on1
6,CC(C)(N)c1cn(CC2CCN(C(=O)Nc3cccc(F)c3)CC2)nn1
-8,N#CCCN(CCC#N)C(=O)CN1CCSC2CCCCC21 (stereo not given)
1,CC1C(=O)Nc2cc(C(=O)O)ccc2N1C (stereo not given)
-3,CCCN1CCC(C)(C(=O)Nc2ccc(-n3cccc3)cc2)C1 (stereo not given)
-7,O=C(NCc1cccnc1N1CCOCC1)c1ccco1
-32,O=C(CSc1nc2c(cnn2CCO)c(=O)[nH]1)Nc1ccc(F)cc1F
-11,CC1CCN(c2ccc(NC(=O)CCl)cc2)CC1
-19,Cc1cc(CN(C)C(=O)c2cccc(NCc3ccc(C)s3)c2)on1
-6,O=S(=O)(c1ccc(F)cc1)N1CCN(Cc2nc(-c3ccccc3)no2)CC1
-6,Cc1cc(C)c(C(=O)OCC(=O)Nc2sccc2C#N)c(C)c1
-11,CCSc1nnc(SCC(=O)NC(=O)NC(C)C)s1
-5,O=C(Nc1ccc(OC(F)F)cc1)c1ccccc1O
1,O=c1c2cccc3c2c(nn1Cc1ccccc1Cl)-c1ccccc1-3
-26,Cc1sc(N2CCOCC2)nc1-c1ccc(NC(=O)C(C)C)cc1
3,COCc1cc(C(=O)N2CCOC(c3nc(C(C)C)n[nH]3)C2)c(C)o1 (stereo not given)
-5,CN(CC(=O)NCCc1ccc(Cl)cc1Cl)C1CCS(=O)(=O)C1 (stereo not given)
2,CCC(=O)Nc1sc2c(c1-c1nc3ccccc3s1)CCN(C(C)=O)C2
-7,O=C(CCN1C(=O)COc2ccccc21)NCCn1cnc2ccccc21
12,Cc1ccc(C(=O)Nc2c(C)nc3ccc(C)cn3c2=O)cc1
-1,COc1ccc(CC2(CO)CCN(Cc3ccc(SC)cc3)CC2)cc1
-11,CC(C)c1nc2cc(-c3ccn[nH]3)ccc2o1
-16,Cc1nn(-c2ccccc2)c(Cl)c1C(=O)N1CCC(N(C)C)CC1
-1,CCn1c(CCC(=O)Nc2nccs2)nc2cc(S(=O)(=O)N3CCOCC3)ccc21
-14,COCCCNC(=S)NC(=O)c1ccc([N+](=O)[O-])cc1
-8,Cc1nc(CN(C(=O)C2CC(=O)N(C(C)C)C2)c2ccc(F)cc2)cs1 (stereo not given)
11,O=C(NCCCl)NCc1nnnn1-c1ccc(Cl)cc1
-9,COC(=O)c1ccc(N=Cc2nc(-c3ccc(Br)cc3)oc2O)cc1
2,CCOC(=O)CSc1nc2c(cc1C#N)CCCC2
-2,Cc1c(NC(=O)CNC(=O)c2c(F)cccc2Cl)cccc1N1CCOC1=O
0,C/C(=N/NC(=O)C(c1ccccc1)c1ccccc1)c1cccc(NC(=O)C(C)C)c1

Continued; it opens with the 7 that closed the last part.
mcGAS MS inh,canonical_smiles
-14,COCCCNC(=S)NC(=O)c1ccc([N+](=O)[O-])cc1
-8,Cc1nc(CN(C(=O)C2CC(=O)N(C(C)C)C2)c2ccc(F)cc2)cs1 (stereo not given)
11,O=C(NCCCl)NCc1nnnn1-c1ccc(Cl)cc1
-9,COC(=O)c1ccc(N=Cc2nc(-c3ccc(Br)cc3)oc2O)cc1
2,CCOC(=O)CSc1nc2c(cc1C#N)CCCC2
-2,Cc1c(NC(=O)CNC(=O)c2c(F)cccc2Cl)cccc1N1CCOC1=O
0,C/C(=N/NC(=O)C(c1ccccc1)c1ccccc1)c1cccc(NC(=O)C(C)C)c1
-8,CCCOC(=O)c1ccc(NC(=O)c2c(-c3ccccc3Cl)noc2C)cc1
9,CN(Cc1cnccn1)Cc1c(C(=O)N2CCc3ccccc3C2)nc2ccc(Cl)cn12
-4,COc1ccc2sc(N(CCN3CCOCC3)C(=O)/C=C/c3cccs3)nc2c1
-9,Cc1nc2nc(N)nn2c(C)c1CCC(=O)NC(C)CCCC(C)C (stereo not given)
-7,FC(F)(F)Oc1cccc(CC2CNC2)c1
-4,CC(=O)N1CCC(Oc2ccc(Cl)cc2C(=O)NCc2cccc(C)n2)CC1
-4&1,COc1ccc(Cl)cc1NC(=O)C(C)N1c2ccccc2CC1C (stereo not given)
-1,O=c1ccc(-c2ccncc2)nn1CCCNS(=O)(=O)/C=C/c1ccccc1
-9,CCCc1noc2nc(C3CC3)cc(C(=O)N3CCCC(C)CC3)c12 (stereo not given)
9,Cc1csc(=O)n1CC(=O)Nc1ccc(Cl)c(Cl)c1
-1,O=C(CSc1nc2[nH]ncc2c(=O)[nH]1)N1CCc2ccccc21
-8,CC(C)Cc1nc(-c2cc(C(C)C)[nH]n2)n(-c2ccccn2)n1
-6,Cc1ccc(Cc2nnc(Nc3cccc(C)c3)[nH]c2=O)cc1
-5,CC(Oc1ccccc1)C(=O)N[C@@H]1C(=O)N2[C@@H]1SC(C)(C)[C@@H]2C(=O)O (stereo not given in full)
-5,CC(C)Cn1c(N)c(C(=O)CN(C)Cc2ccc(Cl)s2)c(=O)n(C)c1=O
-30,CC(=O)c1c(C)nn(CC(=O)N(C)C(C)c2cccs2)c1C (stereo not given)
-3,O=C(CCc1nc(-c2ccc(F)cc2)no1)Nc1ccc2c(c1)S(=O)(=O)C=C2
-12,CCc1csc(CNC(=O)C(C)n2cnc3ccccc32)n1 (stereo not given)
-35,O=C(Nc1cccnc1)c1ccc(-c2ccccc2CN2CCOCC2)o1
-14,CN1[C@@H](c2ccccc2Cl)[C@@H](C(=O)NCc2cccnc2)C[C@@]1(C)C(=O)O
-6,COCC(NC(=O)NCc1cccc(C#N)c1)c1ccco1 (stereo not given)
-14,Cc1ccc(NC(=O)NC(C)c2ccc(-n3ccnc3)cc2)cc1 (stereo not given)
-9,CC(SCc1nc(N)nc(N)n1)C(=O)N(C(C)C)C(C)C (stereo not given)
-5,Cc1cc(C)c2nc(C(F)(F)F)[nH]c(=O)c2c1
10,COc1cc(OC)c(OC)cc1C=C(C#N)C(N)=S
-5,Cc1sc(NCc2ccccc2)nc1-c1ccc(Cl)cc1
-3,O=C(O)C1CC(=O)N(C2CCCC2)C1 (stereo not given)
2,CSc1ncc(CN2CCCC(CCC(=O)N3CCOCC3)C2)cn1 (stereo not given)
-13,COc1ccc(Cc2nnc(C34CC5CC(C3)CC(n3cnc(Cl)n3)(C5)C4)o2)cc1
-2,Cc1cccc(-c2ccc(NC(=O)C3CCN(C(=O)c4cnsn4)CC3)cc2)c1
-2,CCN(CC)C(=O)c1c(C(F)(F)F)nn(C2CCCN(C)C2)c1C (stereo not given)
20,Nc1nc(-c2ccccn2)cs1
-6,Oc1c(C(c2ccc(Br)cc2)N2CCCC2)ccc2cccnc12 (stereo not given)
-4,CCc1ccc(-c2nc(C(N)=O)c3[nH]c(=O)n(-c4ccc(C)cc4)c3n2)cc1
10,COc1cc(C)ccc1S(=O)(=O)NC(=O)Cn1nnc(COc2ccc3c(c2)CCCC3)c1C
-7,CC(C)Oc1ccccc1CN1CCS(=O)C(C)C1C (stereo not given)
-13,CCOC(=O)C1(Cc2ccccc2C)CCCN(C(=O)CCCn2cncn2)C1 (stereo not given)
-25,O=C(NC(c1cccnc1)C(F)(F)F)c1cccc2ccnn12 (stereo not given)
-10,c1ccc(-c2cnc3ccccc3c2)c(OCCn2ccnc2)c1
-10,CN1CC2(CCCN(CCCCOc3ccccc3)C2)OC1=O (stereo not given)
-63,Cc1nc(Cl)cc(N2CCN(CCOc3ccccc3)CC2)n1
-3,O=C(Nc1cccc(OCc2cscn2)c1)N1CCOCC1
-3,CC(=O)Nc1cnc(-c2ccccc2CN(C)C)cn1
-16,Nc1nc(Nc2ccc(Cl)cc2)nc(NCC2CCCO2)c1[N+](=O)[O-] (stereo not given)
1,C[C@H](C(=O)NCC(C)(C)C)N1Cc2ccc(N3CCOCC3)nc2C1=O
-12,CCOc1nn(CC)cc1C(=O)N1CC(C)CC(C)C1 (stereo not given)
7,Cn1cc(C=Nc2ccccc2)c2ccccc21
-5,O=C(c1cc(-n2cccc2)ccc1O)N1CCC2(CC1)C(=O)Nc1ccccc12
12,CS(=O)(=O)c1ccc2c(c1)N(Cc1ccn(-c3ccccc3)n1)CCO2
-2,Cn1cc(CC(C#N)C(=O)Nc2cccc(O)c2)c2ccccc21 (stereo not given)
-7,O=C(CSC1=NS(=O)(=O)c2cc(Cl)ccc2N1)NCCc1ccccc1
-17,Brc1ccc(C=NNC2=Nc3cccc4cccc2c34)cc1
-6,c1csc(CNc2c3c(nc4nncn24)CCC3)c1
-8,O=c1cc(CSc2cccc(Br)c2)occ1O
-2,Cc1cc(C(=O)N(CC2CCCO2)c2nc3c(C(C)C)cccc3s2)no1 (stereo not given)

Screens (PubChem BioAssay)
